Assay outcomes as filed in PubChem BioAssay.
CHO-K1 Ca antag: nonselective inhibitor or artifact in parental CHO-K1 cells; 0.6% of 360,000 active; inhibition, % at 3 µM; ATP-induced calcium, Fluo-8 fluorescence;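 active = inhibition above a per-plate cutoff, the plate's mean sample inhibition plus 3 SD, cut at about 24% in these data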;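 also: 0% = DMSO plus EC80 ATP and 100% = DMSO alone without ATP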
M1 ag: human M1 muscarinic receptor agonism; P11229; 0.33% of 360,000 active; activation, % at 3 µM; CHO-K1 hM1, Fluo-8 calcium fluorescence, agonist mode; 0% DMSO, 100% acetylcholine EC100;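 active = activation above the run's mean compound activation plus 3 SD, cut at about 16% in these data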;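 also: peak over basal fluorescence ratio within a 140 s kinetic read after compound addition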
Target sequence (P11229 whole entry, looked up): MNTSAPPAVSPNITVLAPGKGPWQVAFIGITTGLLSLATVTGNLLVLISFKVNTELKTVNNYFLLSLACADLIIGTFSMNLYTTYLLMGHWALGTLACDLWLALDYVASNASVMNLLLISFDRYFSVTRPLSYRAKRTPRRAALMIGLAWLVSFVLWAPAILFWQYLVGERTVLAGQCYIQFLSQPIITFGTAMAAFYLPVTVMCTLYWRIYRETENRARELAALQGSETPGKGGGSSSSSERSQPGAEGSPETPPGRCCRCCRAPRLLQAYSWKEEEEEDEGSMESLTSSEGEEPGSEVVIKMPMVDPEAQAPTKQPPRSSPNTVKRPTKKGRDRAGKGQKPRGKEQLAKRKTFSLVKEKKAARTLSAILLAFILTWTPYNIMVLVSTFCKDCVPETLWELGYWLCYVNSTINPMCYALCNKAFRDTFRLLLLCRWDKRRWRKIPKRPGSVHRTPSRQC
OXTR potentiate: human OXTR potentiation | AID 2445 | 0.061% of 320,000 active | CHO-OTR cells, Fluo-8 calcium fluorescence, potentiator mode; 0% = oxytocin EC15, 100% = EC100 | activation, % at 3 µM;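 active = activation above that plate's cutoff, the mean activation of tested compounds plus 3 SD, cut at about 6.6% in these data, passing the limit was not always enough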;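 also: 100% uses oxytocin at 75 nM as the full agonist control; some results filed as inactive read as strong as hits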
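System: human OTR in CHO cells; Also added: sub-maximal oxytocin, roughly EC15; Timing: compound 6 min at room temperature before oxytocin, 100 s read; Technique: Fluo-8 intracellular calcium fluorescence, ex 470-495, em 515-575 nm; Controls: oxytocin EC15 low and EC100 high; Replication: singlicate.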
TAAR1 antag: human TAAR1 antagonism; inhibition, % at 3 µM; Q96RJ0; 1.5% of 360,000 active; CHO RD-HGA16 TAAR1, Fluo-8 calcium fluorescence, antagonist;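 active = inhibition above a per-plate cutoff, the mean inhibition of test compounds on that plate plus 3 SD, cut at about 49% in these data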;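 also: 0% = DMSO plus EC80 beta-PEA response and 100% = DMSO alone without agonist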
Target sequence (Q96RJ0 whole entry, looked up): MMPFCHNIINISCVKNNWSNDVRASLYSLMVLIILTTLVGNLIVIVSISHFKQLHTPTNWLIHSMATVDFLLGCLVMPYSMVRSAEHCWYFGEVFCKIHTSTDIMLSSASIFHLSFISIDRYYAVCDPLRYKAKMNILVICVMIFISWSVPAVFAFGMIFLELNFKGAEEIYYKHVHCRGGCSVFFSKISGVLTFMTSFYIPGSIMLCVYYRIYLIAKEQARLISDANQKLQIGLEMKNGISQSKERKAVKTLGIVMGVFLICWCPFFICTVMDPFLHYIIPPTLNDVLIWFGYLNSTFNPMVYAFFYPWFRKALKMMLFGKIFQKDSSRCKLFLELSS
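Test system: RD-HGA16 CHO cells with stable hTAAR1 and Gα16 / Probe or stimulus: EC80 β-phenethylamine stimulus / Times: seeding 17-24 h prior, 75-min 37 °C, 30-min RT dye loading / Detection: Fluo-8 calcium-sensitive fluorescence / Read-out basis: % inhibition scaled between DMSO and EC80 PEA controls / Repeats: singlicate, one well per test compound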
M1 PAM parental: counter-screen for M1 PAMs: effect in parental CHO-K1 cells. ATP EC20, Fluo-8 calcium fluorescence; 0% at ATP EC20, 100% at ATP max. activation, % at 3 µM. 0.02% of 360,000 active. AID 602247;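 active = activation above the run cutoff, the mean activation of all test compounds plus 3 SD, cut at about 40% in these data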;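 also: peak over basal fluorescence ratio in a 140 s read after ATP addition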
M1 ag parental: counter-screen for M1 agonists: effect in parental CHO-K1 cells. Fluo-8 calcium fluorescence; scaled to maximal ATP response, vehicle zero. activation, % at 3 µM. 0.48% of 360,000 active. AID 602248; in the data active = activation above about 15%;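 also: untransfected CHO-K1 host cells lacking M1 receptor as counterscreen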
CHO parental Ca: counter-screen: ATP calcium response change in parental CHO cells. parental CHO-K1, ATP-induced calcium, Fluo-8 fluorescence. inhibition, % at 5.6 µM. 0.63% of 330,000 active. AID 463079;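 active = inhibition above that plate's mean sample inhibition plus 3 SD, cut at about 26% in these data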;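 also: 0% = ATP-challenged DMSO wells and 100% = DMSO wells without ATP; some compounds past the cut are filed as inactive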
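Test system: parental CHO cells; detection: calcium-sensitive Fluo-8 fluorescence; evaluation: percent inhibition of calcium signal; also added: ATP as calcium-mobilizing challenge; repeats: one well per compound; control set: ATP-challenged DMSO wells low, unchallenged DMSO wells high; compound: single nominal dose of 5.6 µM per compound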
CHRM1 antagonist: antagonists of human M1 muscarinic receptor; P11229; CHO-K1 hM1, Fluo-8 calcium fluorescence, ACh EC80 antagonist; inhibition, % at 3 µM; 1.3% of 360,000 active; AID 588852;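 active = percent inhibition above its own plate's cutoff, namely the mean of that plate's compound wells plus 3 SD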;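 also: peak over basal fluorescence ratio during 140 s after agonist addition; 0% = ACh EC80 plus DMSO and 100% = DMSO alone without agonist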
TAAR1 agonist: agonists of human TAAR1; Q96RJ0; activation, % at 3 µM; CHO RD-HGA16 TAAR1, Fluo-8 calcium fluorescence; vehicle wells 0%, saturating PEA agonist 100%; 0.99% of 360,000 active;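 active = activation above the mean activation of all test compounds in the run plus 3 SD, cut at about 38% in these data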
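System: CHO-derived RD-HGA16 cells with stable Gα16 and human TAAR1. Times: 17-24 h plating, Fluo-8 75 min 37 °C, 30 min RT. Measured by: calcium-sensitive Fluo-8 signal, excitation 470-495, emission 515-575 nm. Read-out basis: % activation relative to PEA EC100 response. Control set: DMSO and PEA EC100. Repeats: no replicates (n 1).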
* hit, by the source's call; nt = not tested or not shown.

1) COc1ccc(OCC(=O)Nn2c(-c3ccc(C)cc3)nc3ccccc3c2=O)cc1
2) Cc1ccc(OC(C)C(=O)N2CCc3ccccc32)c([N+](=O)[O-])n1 (configuration not stated)
3) Cc1nc2ccccn2c1C(=O)Nc1ccc2c(c1)OCCO2
4) COc1ccc(-c2csc(NC(C)c3nc4cc(C(=O)NCCCO)ccc4n3Cc3ccc(C)cc3)n2)cc1 (configuration not stated)
5) CN1CCN(C(=O)C2=C[C@H](C(C)(C)C)C[C@H](OCCCCO)O2)CC1
6) CC(C)c1ccc2c(c1)C1(NN=C(c3ccccc3)S1)C(=O)N2 (configuration not stated)
7) C[C@H](/C=C/[C@@]1(O)[C@H](C)C[C@H](O)CC1(C)C)O[C@@H]1O[C@H](CO)[C@@H](O)[C@H](O)[C@H]1O
8) COc1cc(C(=O)NCCC(=O)N2CCC3(CC2)NCCc2[nH]cnc23)cc(OC)c1OC
assay / entry,1,2,3,4,5,6,7,8
CHO-K1 Ca antag,-0.5,-6.6,5.9,-11.4,-11.8,-0.5,19.8,-6.9
M1 ag,-1.9,-1.2,-3.2,-3.5,-3.6,-5.1,-2.4,-4.2
OXTR potentiate,-7.0,nt,-5.2,-7.7,-8.8,-0.5,1.6,4.5
TAAR1 antag,-10.4,-10.4,-6.5,20.5,6.9,25.5,-9.2,-4.4
M1 PAM parental,8.2,1.4,-1.8,17.2,-11.1,-8.9,-16.4,-19.5
M1 ag parental,4.5,0.7,0.4,0.2,0.2,0.1,0.0,0.1
CHO parental Ca,-16.6,nt,-16.1,-26.1,-14.1,-25.8,-10.2,-1.7
CHRM1 antagonist,0.5,-10.0,1.6,-10.9,19.2,30.4*,3.7,4.6
TAAR1 agonist,6.4,2.8,16.0,2.7,6.7,-4.9,0.6,0.7

Pulled by compound from above, 2 records:
7) C[C@H](/C=C/[C@@]1(O)[C@H](C)C[C@H](O)CC1(C)C)O[C@@H]1O[C@H](CO)[C@@H](O)[C@H](O)[C@H]1O
6) CC(C)c1ccc2c(c1)C1(NN=C(c3ccccc3)S1)C(=O)N2 (configuration not stated)
assay / entry,7,6
CHO-K1 Ca antag,19.8,-0.5
M1 ag,-2.4,-5.1
OXTR potentiate,1.6,-0.5
TAAR1 antag,-9.2,25.5
M1 PAM parental,-16.4,-8.9
M1 ag parental,0.0,0.1
CHO parental Ca,-10.2,-25.8
CHRM1 antagonist,3.7,30.4*
TAAR1 agonist,0.6,-4.9

Later entries:
9) CC(=O)N(c1ccc(C(F)(F)F)cc1)S(=O)(=O)c1ccc(N2C(=O)CCC2=O)cc1
10) COc1ccc(N(C(=O)CNC(=O)c2cccs2)C(C(=O)NC2CCCC2)c2ccncc2)cc1 (configuration not stated)
11) CC1(c2ccccc2)CC(C)(C)n2c(O)c(C3=NC(=S)NC3=O)c3cccc1c32 (configuration not stated)
12) Cn1c(SCCOc2ccccc2Cl)nnc1-c1ccncc1
13) Cc1ccc(C(=O)N2CC(=O)Nc3ccc(F)cc3C2c2ccccc2)cc1[N+](=O)[O-] (configuration not stated)
14) COCCOC(=O)c1c(C)oc2ccc(OCc3ccccc3)cc12
15) CCn1c(CCc2nc3ccccc3[nH]2)n[nH]c1=S
16) O=C(O)CSc1nc2ccc(Cl)cc2[nH]1
assay / entry,9,10,11,12,13,14,15,16
CHO-K1 Ca antag,-1.1,-9.0,-12.0,-6.8,-1.5,4.9,-8.9,-1.6
M1 ag,-1.4,-3.0,-1.6,-2.6,-4.3,-4.8,-3.7,1.9
OXTR potentiate,-5.2,-4.7,1.7,-3.0,-6.6,-7.3,-1.4,-1.5
TAAR1 antag,-10.1,-18.4,-21.3,6.8,13.3,-13.8,21.4,-0.6
M1 PAM parental,-15.2,5.6,23.0,1.0,5.0,17.6,12.1,10.1
M1 ag parental,1.2,0.1,0.6,0.5,1.3,0.0,0.2,0.8
CHO parental Ca,-7.3,-3.3,-24.3,-1.2,-24.6,-29.2,-3.3,-2.2
CHRM1 antagonist,-7.2,1.0,-7.0,-23.0,-3.1,-6.3,-0.7,-42.2
TAAR1 agonist,0.9,5.4,27.5,1.4,9.1,2.0,11.4,15.2

Of the compounds above, these contain a halogen:
9) CC(=O)N(c1ccc(C(F)(F)F)cc1)S(=O)(=O)c1ccc(N2C(=O)CCC2=O)cc1
12) Cn1c(SCCOc2ccccc2Cl)nnc1-c1ccncc1
13) Cc1ccc(C(=O)N2CC(=O)Nc3ccc(F)cc3C2c2ccccc2)cc1[N+](=O)[O-] (configuration not stated)
16) O=C(O)CSc1nc2ccc(Cl)cc2[nH]1
assay / entry,9,12,13,16
CHO-K1 Ca antag,-1.1,-6.8,-1.5,-1.6
M1 ag,-1.4,-2.6,-4.3,1.9
OXTR potentiate,-5.2,-3.0,-6.6,-1.5
TAAR1 antag,-10.1,6.8,13.3,-0.6
M1 PAM parental,-15.2,1.0,5.0,10.1
M1 ag parental,1.2,0.5,1.3,0.8
CHO parental Ca,-7.3,-1.2,-24.6,-2.2
CHRM1 antagonist,-7.2,-23.0,-3.1,-42.2
TAAR1 agonist,0.9,1.4,9.1,15.2

Additional results:
17) CCCCCCCC[n+]1cccc(C(=O)N(CC)CC)c1
18) CC(=O)c1cccc(NC(=O)CNC(=O)Cc2ccccc2)c1
19) COc1cnn(-c2ccc(C)cc2)c(=O)c1Br
20) Cc1ccc(C(=O)Nc2sc3c(c2C#N)CCCCC3)cc1C
21) N#CC1C(=O)NC(=O)CC12CCCCC2 (configuration not stated)
22) COc1ccc(S(=O)(=O)N2CCN(CC3CC=CCC3)CC2)cc1 (configuration not stated)
23) O=S(=O)(CCc1ccncc1)c1ccc(Cl)cc1
24) CCN(C(=O)C1CCCCC1)c1nnc(-c2cccnc2)s1
assay / entry,17,18,19,20,21,22,23,24
CHO-K1 Ca antag,-11.3,-19.4,-18.6,2.6,-11.5,23.1,0.4,-9.7
M1 ag,-11.6,-0.2,-5.9,-2.2,-1.9,-5.1,-0.8,0.0
OXTR potentiate,-1.8,-1.3,4.1,1.9,nt,-8.6,-5.1,-13.8
TAAR1 antag,9.9,4.8,5.4,5.8,-6.2,13.8,-1.6,4.8
M1 PAM parental,19.9,16.7,17.0,-10.1,15.9,2.3,-3.0,15.1
M1 ag parental,1.3,1.7,-0.2,0.0,1.3,0.1,2.9,0.9
CHO parental Ca,-3.5,-12.2,-8.2,-13.2,nt,-1.7,8.8,-13.3
CHRM1 antagonist,-2.8,-14.3,-0.1,-0.3,-19.7,-6.7,-4.6,-11.0
TAAR1 agonist,7.2,-0.8,1.6,3.1,1.7,-1.4,3.7,17.1

25) Cc1ccc(-n2[nH]c3c4c(ccc3c2=O)C(=O)c2ccccc2C4=O)cc1
26) CCOc1nnc(C)c2c(C)n(-c3cccc(Cl)c3)nc12
27) O=C(CSc1nnc(-c2cccnc2)n1Cc1ccco1)Nc1nc(-c2ccc(F)cc2)cs1
28) O=C(CSc1nnc(-c2cccc(S(=O)(=O)N3CCCCC3)c2)o1)c1ccc[nH]1
29) CCOC(=O)c1cc2c(ccn2C)n1CC(=O)N1CCC(Cc2ccccc2)CC1
30) Cc1cnc(C(=O)OCC(=O)Nc2ccc3c(c2)OCCO3)cn1
31) OCCN(CCO)c1ccc(C(c2ccc(Cl)cc2)c2ccc(N(CCO)CCO)cc2Cl)c(Cl)c1
32) Cc1ccc(N(C)S(=O)(=O)c2cccc(C(=O)NCCCN3CCCC3=O)c2)cc1
assay / entry,25,26,27,28,29,30,31,32
CHO-K1 Ca antag,-12.1,-6.9,-0.4,-6.9,-21.1,-6.7,-1.1,1.6
M1 ag,-3.7,-1.9,-3.2,-5.3,-3.9,-1.9,-5.2,-5.4
OXTR potentiate,-2.5,3.3,-7.3,-8.7,-4.5,-5.8,-3.3,-2.9
TAAR1 antag,-7.6,-28.0,27.8,-9.7,18.2,1.4,20.2,4.2
M1 PAM parental,19.0,23.8,17.8,17.0,23.6,0.9,30.1,-9.9
M1 ag parental,0.8,1.6,2.9,1.3,2.5,0.1,2.0,0.4
CHO parental Ca,-5.1,-15.5,-21.8,-30.1,-12.4,-0.4,14.6,-19.4
CHRM1 antagonist,-0.4,-7.7,3.6,-2.3,-0.9,-5.9,0.1,3.6
TAAR1 agonist,1.0,3.7,13.2,9.2,2.0,1.0,9.3,7.2

A few values from the entries so far.
compound 31 @ M1 PAM parental = 30.1
compound 27 @ M1 ag = -3.2

(cont.)
33) CCn1c(CN2CCOCC2)nnc1SCC(=O)Nc1ccccc1Cl
34) Cc1ccc(S(=O)(=O)Nc2ccc(-c3nc4ccc(C)cc4s3)cc2)cc1
35) C#CCOCCOCCOCCNc1nc(N2CCN(C(=O)C([C@@H](C)O)n3cc([C@@H](N)CCCCN)nn3)CC2)nc(N2CCN(C(=O)[C@H](CC(N)=O)n3cc([C@@H](N)C(C)C)nn3)CC2)n1 (some centres not stated)
36) Cc1cc(N2CCN(c3ccccc3Cl)CC2)n2cc(-c3ccccc3)nc2n1
37) CCC(C(=O)NC1CCCCCC1)n1nc(C)n2c(cc3occc32)c1=O (configuration not stated)
38) Cc1ccc(NC(=O)CN(C)C(=O)c2cccc(S(=O)(=O)N3CCc4ccccc43)c2)cc1
39) O=C(O)c1ccc(Cl)c(S(=O)(=O)N2CCCCCC2)c1
assay / entry,33,34,35,36,37,38,39
CHO-K1 Ca antag,-7.2,-3.2,-8.8,3.0,-8.5,0.8,-13.0
M1 ag,-5.2,-3.4,-4.2,5.6,-6.2,-5.5,-1.7
OXTR potentiate,7.7,-10.6,-2.8,-0.9,-2.0,-5.9,-0.5
TAAR1 antag,15.7,14.0,-7.0,-4.8,-26.0,14.0,-1.0
M1 PAM parental,-24.5,6.9,-1.1,3.3,11.8,0.7,1.6
M1 ag parental,0.5,0.5,0.6,0.7,-1.2,1.7,-0.3
CHO parental Ca,0.7,-6.5,-7.2,-28.8,-27.8,-10.0,-0.1
CHRM1 antagonist,20.0,-6.2,-3.6,2.5,-18.6,-1.5,-19.0
TAAR1 agonist,0.5,4.0,1.7,8.6,1.5,12.3,8.8

Entries above shown as hits in CHRM1 antagonist:
#	molecule	OXTR potentiate	CHRM1 antagonist	TAAR1 agonist
6	CC(C)c1ccc2c(c1)C1(NN=C(c3ccccc3)S1)C(=O)N2 (configuration not stated)	-0.5	30.4*	-4.9
